AID inh: inhibitors of human activation induced cytidine deaminase. Q9GZX7. AID deamination FRET fluorescence, UDG-coupled, 4 h. Potency, µM (series often up to 115 µM), for the others: at the top dose activity change, negative = inhibition, hits mostly inhibitors. 91,000 compounds, 0.32% hits. AID 1347428; also: nearly all actives have a fitted effect of over 25% in size
Target sequence (Q9GZX7 whole entry, looked up): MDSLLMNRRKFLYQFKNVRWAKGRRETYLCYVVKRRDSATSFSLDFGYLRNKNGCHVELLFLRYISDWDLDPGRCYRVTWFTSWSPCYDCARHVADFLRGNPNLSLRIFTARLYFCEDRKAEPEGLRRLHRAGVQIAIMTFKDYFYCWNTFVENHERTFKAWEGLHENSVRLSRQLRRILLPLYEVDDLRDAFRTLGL
UDG counterscr: UDG inhibition counter-screen | AID 1347430 | FRET deamination/UDG coupled assay, UDG read, 4 h | 91,000 compounds, 0.14% hits | Potency, µM (series often up to 115 µM), without a hit: at the top dose activity change, negative = inhibition, hits mostly inhibitors; also: nearly all actives have a fitted effect of over 65% in size
An asterisk follows results filed as active; ? = inconclusive; [ ] = another dose, or the depositor's remark. Calls follow the shape of the dose curve; as a rule, active = well fitted curve in the direction sought with a large enough effect; inconclusive = small, poorly fitted or top-dose-only effect, or another doubt; inactive = no such curve, though single readings can be large; an effect the other way counts as inactive or inconclusive. % is scaled to controls: 0 for no effect and ±100 for the full control effect; potency is read from the fitted curve at half-maximal effect. These rows are one share of the data (hit frequency here may not be typical).

Start of the data: the first 22 compounds (preview)
SMILES	AID inh	UDG counterscr
CCCCNC(=O)CCn1c(=O)c2cccn2c2cccnc21	-9%	4%
NS(=O)(=O)c1ccc(CCNc2ncnc3c2cnn3-c2ccccc2Cl)cc1	0%	-2%
O=C(c1ccc2c(c1)nc1n2CCCCC1)N1CCN(c2ccccc2F)CC1	-19%	-6%
CCCn1c2ccccc2c2cnn(CC(=O)Nc3cc(OC)c(OC)c(OC)c3)c(=O)c21	2%	-3%
CCOc1cc(CNC(=O)CSc2n[nH]c(-c3ccccc3)n2)cc(OCC)c1OCC	6%	46%[activator]
Cc1cc(=O)oc2cc(OCC(=O)Nc3ccc4ccccc4c3)ccc12	-4%	86%[activator]
Cc1ccccc1-c1nc(CNC(=O)Nc2ccccc2)c(C)o1	-19%	?
CCc1ccc(NC(=S)N(CC)c2ccccc2)cc1	3%	12%
CCc1ccc(Nc2ncnc3sc4c(c23)CCCC4)cc1	?	-17%
CCOc1ccccc1NC(=O)CN1c2ccccc2S(=O)(=O)c2ccccc21	19%	23%
COc1ccc2c(C)c(CCC(=O)NCc3ccc(S(N)(=O)=O)cc3)c(=O)oc2c1	0%	1%
CCCCn1cc(S(=O)(=O)c2ccc(OCC)cc2)c(=O)c2cc(OC)c(OC)cc21	?	-18%
CCNC(=O)c1c(NC(=O)c2cc(=O)c3ccc(C)c(C)c3o2)sc2c1CCCC2	6%	-15%[57.5 µM]
Cc1cccc(NC(=O)c2ccc3c(O)c(S(=O)(=O)c4ccccc4)c(=O)[nH]c3c2)c1C	-7%	12%
CC(C)CCNC(=O)c1cccc2ncccc12	18%	10%
CCC(CC)=C(C#N)C(=O)NC1CC1	5%	-2%
Cc1ccc(C(=O)C(C)OC(=O)c2ccc3ccccc3n2)cc1 (stereo not given)	-17%	-2%
O=C1CN(S(=O)(=O)c2c(Cl)cccc2Cl)CCN1	-3%	-4%
COc1ccc(CNC(=O)CCCc2nnc3n(CCC(C)C)c(=O)c4sccc4n23)cc1	-23%	3%
NNC(=S)Nc1ccccc1	2%	-1%
O=C(NCCc1ccccc1)c1ccc(Cn2c(SCc3ccccc3F)nc3cccnc32)cc1	6%	-10%[57.5 µM]
Cc1ccc(OCc2nc(-c3ccccc3OCC(=O)N3CCCCCC3)no2)cc1	-22%	-10%

The whole of this part (from the top)
SMILES	AID inh	UDG counterscr
CCCCNC(=O)CCn1c(=O)c2cccn2c2cccnc21	-9%	4%
NS(=O)(=O)c1ccc(CCNc2ncnc3c2cnn3-c2ccccc2Cl)cc1	0%	-2%
O=C(c1ccc2c(c1)nc1n2CCCCC1)N1CCN(c2ccccc2F)CC1	-19%	-6%
CCCn1c2ccccc2c2cnn(CC(=O)Nc3cc(OC)c(OC)c(OC)c3)c(=O)c21	2%	-3%
CCOc1cc(CNC(=O)CSc2n[nH]c(-c3ccccc3)n2)cc(OCC)c1OCC	6%	46%[activator]
Cc1cc(=O)oc2cc(OCC(=O)Nc3ccc4ccccc4c3)ccc12	-4%	86%[activator]
Cc1ccccc1-c1nc(CNC(=O)Nc2ccccc2)c(C)o1	-19%	?
CCc1ccc(NC(=S)N(CC)c2ccccc2)cc1	3%	12%
CCc1ccc(Nc2ncnc3sc4c(c23)CCCC4)cc1	?	-17%
CCOc1ccccc1NC(=O)CN1c2ccccc2S(=O)(=O)c2ccccc21	19%	23%
COc1ccc2c(C)c(CCC(=O)NCc3ccc(S(N)(=O)=O)cc3)c(=O)oc2c1	0%	1%
CCCCn1cc(S(=O)(=O)c2ccc(OCC)cc2)c(=O)c2cc(OC)c(OC)cc21	?	-18%
CCNC(=O)c1c(NC(=O)c2cc(=O)c3ccc(C)c(C)c3o2)sc2c1CCCC2	6%	-15%[57.5 µM]
Cc1cccc(NC(=O)c2ccc3c(O)c(S(=O)(=O)c4ccccc4)c(=O)[nH]c3c2)c1C	-7%	12%
CC(C)CCNC(=O)c1cccc2ncccc12	18%	10%
CCC(CC)=C(C#N)C(=O)NC1CC1	5%	-2%
Cc1ccc(C(=O)C(C)OC(=O)c2ccc3ccccc3n2)cc1 (stereo not given)	-17%	-2%
O=C1CN(S(=O)(=O)c2c(Cl)cccc2Cl)CCN1	-3%	-4%
COc1ccc(CNC(=O)CCCc2nnc3n(CCC(C)C)c(=O)c4sccc4n23)cc1	-23%	3%
NNC(=S)Nc1ccccc1	2%	-1%
O=C(NCCc1ccccc1)c1ccc(Cn2c(SCc3ccccc3F)nc3cccnc32)cc1	6%	-10%[57.5 µM]
Cc1ccc(OCc2nc(-c3ccccc3OCC(=O)N3CCCCCC3)no2)cc1	-22%	-10%
Cc1ccccc1OCC(O)CN1CCN(c2nccs2)CC1 (stereo not given)	-1%	0%
O=C(O)CNS(=O)(=O)c1c(Cl)cc(Br)cc1Cl	-6%	-13%
COc1cccc(CNC(=O)Cn2c(=O)cc(C)c3c(C)nn(C)c32)c1OC	-13%	-3%
Cc1cccc(CS(=O)(=O)Cc2ccc(C(=O)NCc3ccccc3)o2)c1	4%	-5%[57.5 µM]
CCOc1ccccc1CNC(=O)Cn1nc(C)c2nn(-c3ccc(Cl)cc3)c(C)c2c1=O	11%	1%
Cc1ccc(-c2noc(-c3cc(-c4ccc(F)cc4)n[nH]3)n2)cc1	-10%	-3%
CC(=O)Nc1ccc(N=CC2=C(O)CC(C)(C)CC2=O)cc1	-4%	-13%
Cc1ccc2[nH]c3c(=O)n(CC(=O)N(C)c4cc(Cl)ccc4C)ncc3c2c1	6%	9%
COc1cc2c(-c3cc4ccccc4o3)cc(=O)oc2cc1C	-9%	-1%
CCOc1ccc(Nc2nc3cc(Cl)c(Cl)cc3nc2-n2nc(C)cc2C)cc1	-11%	4%
Cc1ccc(-n2nc(C)c(C(=O)NCCCN3CCN(c4cccc(Cl)c4)CC3)c2-n2cccc2)cc1	?	-12%[57.5 µM]
Cc1cccc(NC(=O)Cc2nc(-c3cc(C)n(-c4cc(C)on4)c3C)cs2)c1	15%	-10%
CCC(=O)NC(C)c1cccs1 (stereo not given)	17%	15%
CC(OC(=O)c1csc(NCc2ccccc2)n1)C(=O)NC1(C#N)CCCCC1 (stereo not given)	-4%	-3%
Cc1nc2ccccn2c(=O)c1NC(=O)c1ccc(F)c(F)c1	4%	-5%
Cc1ccc(NC(=O)/C(C#N)=C/c2ccc(C(C)C)cc2)cc1C	2%	-5%
O=C(NCCc1ccccn1)c1ccc2c3c(cccc13)CC2	-5%	0%
Cc1ccc(NC(=O)Nc2nnc(N3CCCC3)s2)c(C)c1	?	0%
COC(=O)c1scc(-c2ccc(C)cc2)c1S(=O)(=O)Nc1ccc(OC(F)(F)F)cc1	1%	12%
Cc1ccc2c(CC(=O)Nc3ccc(S(=O)(=O)N4CCCCC4C)cc3)coc2c1C (stereo not given)	?	-24%
O=Cc1ccc(-c2ccc(Br)cc2Br)o1	-7%	-3%
CC(C)CC(=O)n1nc(-c2cccnc2)nc1NCc1ccc(F)cc1	2%	-3%
Cc1cccc(C)c1OCC(=O)N(Cc1ccco1)Cc1ccco1	?	-5%[57.5 µM]
CCC(Cc1ccccc1)NC(=O)c1csc2c1CCCCC2 (stereo not given)	13%	-17%
CCn1cc(C(=O)NCc2ccc(C)cc2)c(=O)c2cc(S(=O)(=O)N3CCC(C)CC3)ccc21	-1%	0%
CCCc1ccc(NC(=O)Cc2c[nH]c3ccccc23)cc1	-10%	-19%
Cc1ccc(-c2nc(NC(=O)c3cc(C)on3)sc2C)cc1	1%	9%
CCN(CC)CCCC(C)NC(=O)C(CC(C)C)NC(=O)OC (stereo not given)	-1%	-9%
CCc1ccc(C2=C(C)C(N3CCC(C(=O)NCCc4ccco4)CC3)=NS2(=O)=O)cc1	-18%	-3%
CCCn1c(C)cc(C(=O)CSc2nnc(COc3ccc(Cl)cc3)n2C)c1C	-1%	-17%
COc1ccccc1NC(=O)C1=C(C)Nc2nc3ccccc3n2C1c1cccc(OC)c1OC (stereo not given)	6%	0%
CCOc1cc(/C=C2/NC(=O)NC2=O)cc(I)c1OCC(=O)OC	-2%	3%
CCOC(=O)c1ccc2c(c1)N(Cc1cccc(C(F)(F)F)c1)C(=O)c1ccccc1S2(=O)=O	2%	0%
CCNC(=O)c1cccc(NC(=O)CCc2ncc(-c3ccccc3F)o2)c1	7%	17%
Cc1nn(CC(=O)NCC(C)c2ccccc2)c(=O)c2cc3ccccc3n12 (stereo not given)	-26%	-8%
COc1ccc(NC(=O)c2c(C)oc3ccc(O)c(CN4CCN(Cc5ccccc5)CC4)c23)cc1	2%	3%
Cc1ccc(O)c(Nc2nc3ccccc3c3nncn23)c1	8%	4%
CCCNC(=O)c1ccc(NC(=O)CCc2ccccc2)cc1	-4%	-9%
(listing goes on)
SMILES	AID inh	UDG counterscr
CCS(=O)(=O)N1CCc2cc(C(=O)N3CCN(c4ccc(OC)cc4)CC3)ccc21	29%	11%
CC(C)=CC(=O)Nc1ccc2c(c1)-c1ccccc1C2	-5%	10%
CCOC(=O)/C(C#N)=C(\C=C\c1ccccc1OC(F)F)c1ccccc1	-7%	13%
O=C(CN1CCN(c2nccs2)CC1)NCc1cccc(Cl)c1	-4%	4%
Cc1cccc(N2CCN(C(=O)c3cccc(-n4c(C)nc5cccnc54)c3)CC2C)c1 (stereo not given)	-11%	7%
Cc1c(C(=O)c2ccc[nH]2)oc2ccc(Cl)cc12	3%	3%
CCC1Oc2ccccc2N(CC(=O)NCc2cc(OC)ccc2OC)C1=O (stereo not given)	5%	6%
Cc1ccccc1C(=O)N1CCC(N(Cc2csc(-c3cccs3)n2)S(C)(=O)=O)CC1	-21%	?
Cc1cccc(OCCOC(=O)c2cc(C)nc3ccccc23)c1	-6%	-1%
COc1cc(OC)c(NC(=O)c2cc3c(s2)-c2ccc(Cl)cc2SC3)cc1Cl	2%	-5%[57.5 µM]
COc1cccc(NC(=O)CSc2nc(-c3ccccc3Cl)nc3c2Cc2c(CO)cnc(C)c2O3)c1	-1%	-1%
Cn1c(/C(C#N)=C/c2ccccc2Br)nc2ccccc21	?	-12%
COCCn1c(C)cc(O)c(C(c2ccc(Cl)cc2)N2CCN(c3ccccc3)CC2)c1=O (stereo not given)	-19%	?
COc1ccc(NC(=O)c2oc3ccc(S(=O)(=O)N(C)C4CCCCC4)cc3c2C)cc1	-17%	-11%
O=C(NC(c1ccccc1)c1cc2ccccc2o1)C1CCOCC1 (stereo not given)	-2%	1%
Cc1cccc(N2CCN(S(=O)(=O)c3ccc(-c4cc(C(F)(F)F)on4)s3)CC2)c1C	-4%	-2%
Cn1ccc2cc(C(=O)N3CCN(Cc4ccccc4)CC3)ccc21	2%	14%
CCOCCCNC(=O)c1cc(-c2ccncc2)nc2ccccc12	4%	9%
COCCN1CCC(CNC(C)=O)CC1	-1%	-3%
COc1cc(NC(=O)CC2C(=O)N(c3cccc(C)c3)C(=O)N2Cc2ccc(F)cc2)cc(OC)c1 (stereo not given)	17%	-5%[57.5 µM]
COc1ccc(CNC(=O)c2ccc3nc(-c4ccc(F)cc4)c(-c4ccc(F)cc4)nc3c2)cc1	17%	28%
CC1=C(C(=O)Nc2ccccc2)C(c2ccc(F)cc2)n2nc(SCc3cc(C)ccc3C)nc2N1 (stereo not given)	5%	16%
CC(C)C(=O)N1CCN(c2nc3ccccc3o2)CC1	4%	-1%
CCCCN(Cc1ccccc1)c1ccc(C(=O)O)cc1NS(=O)(=O)c1ccc(C(C)=O)cc1	-10%	-4%
CS(=O)(=O)c1nc(S(=O)(=O)c2ccc(Cl)cc2)c(NCCc2ccccc2)s1	-9%	0%
CCOc1ccccc1Nc1nc(-c2ccccc2)cs1	-16%	-15%
CC(C)(C)c1cc(NC(=O)CS(=O)(=O)c2ccccc2)on1	-2%	-9%
Cc1ccc(C)c(-c2ccc(=O)n(Cc3ccc(F)cc3Cl)n2)c1	32µM*	?
NC(=O)c1ccc(NC(=O)Cn2nc(-c3cccs3)c3ccccc3c2=O)cc1	3%	-2%
COc1cccc(C(=O)N(Cc2ccco2)c2ccccn2)c1	27%	-16%
O=C(O)CN1CCC(CO)CC1	-6%	-2%
CCOc1ccc(OCC)c(NS(=O)(=O)c2ccc3c(c2)CCN3C(=O)C2CCC2)c1	10%	17%
COc1ccc(NC(=O)COc2ncnc3ccc(Br)cc23)c([N+](=O)[O-])c1	9%	-7%
CCCn1c(=O)n(CC(=O)NCC(=O)Nc2cccc(C)c2C)c2ccccc21	-2%	5%
Cc1ccccc1CCNC(=O)c1ccc2c(c1)nc1n2CCCCC1	-3%	67%[activator]
CC(=O)c1cccc(NC(=O)Nc2cc3c(cc2N2CCCC2)n(C)c(=O)n3C)c1	-21%	-7%
C/C(=N\NC(=O)C(c1ccccc1)c1ccccc1)c1cccs1	-3%	-1%
Clc1ccccc1-c1nc(-c2ccc(Br)cc2)no1	-8%	-7%
CN1CCN(CCCNC(=O)c2ccc3nc(Cc4ccccc4)oc3c2)CC1	15%	29%
O=C(CCCCn1c(=O)c2ccccc2n(Cc2ccccc2F)c1=O)NCc1ccc2c(c1)OCO2	22%	-7%
CCn1nc(C(=O)Nc2ccc(SC(F)F)cc2)c2ccccc2c1=O	-1%	3%
CCOC(=O)c1c(C)[nH]c(C)c1S(=O)(=O)N(C)CC(=O)N1CCN(c2ccc(Cl)cc2)CC1	-15%	-7%
CCc1ccc(-c2nc(CN3CCCC(C(=O)NCc4ccccc4Cl)C3)c(C)o2)cc1 (stereo not given)	?	?
CN1CCN(C(CNC(=O)c2cccc(F)c2)c2ccc3c(c2)OCO3)CC1 (stereo not given)	-10%	2%
Cc1cccc(NC(=O)CN2C(=O)C(c3ccccc3)=NC23CCC(C)CC3)c1 (stereo not given)	?	-23%

Screens: PubChem BioAssay, National Center for Advancing Translational Sciences (NCATS)
